KCNH2 3.1 block – inhibitors of human KCNH2 3.1 potassium channel isoform. U2OS KCNH2 3.1, thallium flux FluxOr; stronger effect = lower value. activity change, % (tested at about 1.8 µM). actives 0.95% (n = 340,000);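 active = maximum activity change below -70%; inconclusive = maximum activity change from -70% to -50%; inactive = maximum activity change above -50%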;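 also: thallium influx rate constant from kinetic fluorescence after stimulation buffer; % is scaled to controls: 0 for no effect and ±100 for the full control effect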
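Thallium flux read-out: FluxOr dye with Red40 quencher in HBSS/HEPES, 45 min at RT. Rate constants from kinetic reads were normalized to positive and negative DMSO controls. Cells: U2OS virally expressing the 3.1 isoform.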
FBPA coupling cs – counter-screen for Giardia aldolase inhibitors: coupling enzyme system | coupling enzyme system counterscreen, AmpLite Red fluorescence | activity change, negative = inhibition, % at 58.2 µM, hits read low | actives 0.67% (n = 290,000); in the data active = activity change below about -30%; also: % is scaled to controls: 0 for no effect and ±100 for the full control effect
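First, compound is pin-transferred into glyceraldehyde-3-phosphate coupling-enzyme reagent at 57.5 uM final and held 10 min at RT. Next, substrate, coupling system and AmpLite Red are added. After 20 min RT, fluorescence (525/598 nm) is read.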
CXXC DNA block – blocks binding of human MLL CXXC domain to DNA | Q03164 | MLL-CXXC / FITC-HOXA9 DNA fluorescence polarization | Potency, µM (doses to about 115 µM), without a hit: top-dose activity change, negative = inhibition, actives largely listed as inhibitors | actives 0.037% (n = 290,000); active = well fitted inhibition curve with a large enough effect in the polarisation, with a control signal flat, not every such curve was filed as active; inconclusive = small, poorly fitted or top-dose-only effect, or effect the other way, or a change in a side signal; inactive = no such curve, though single readings can be large or run the other way; the % refers to the polarisation; also: potency is read from the fitted curve at half-maximal effect
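Steps: dispense CXXC domain solution (7 uM) → pin compounds or unlabeled HOX-A9 DNA control → 5 min ambient → add FLSN-HOX-A9 solution (50 nM) → spin → 30 min ambient → fluorescence polarization. Tris pH 7.5/NaCl/DTT/BSA buffer.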
AT treatment – potential ataxia-telangiectasia treatment; AID 485349; Potency, µM (top dose mostly 57.5 µM), without a hit: at the highest dose activation, actives largely listed as activators; actives 0.19% (n = 320,000); […] A-T fibroblasts, KAP-1 phosphorylation AlphaLISA; neocarzinostatin DNA damage 30 min before lysis; also: potency is read from the fitted curve at half-maximal effect; % of control where 0% means no effect; nearly all actives have a fitted effect of over 45% in size
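ATM-like activity read as KAP-1 phosphorylation via AlphaLISA donor/acceptor antibody pairs after lysis and 6 hr at 25C. Cells were ATM-null patient fibroblasts ([…], hTERT), dosed 60 min, then exposed to the DSB inducer NCS for 30 min.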
MBNL1 CUG block – blocks human MBNL1 binding to CUG repeat RNA. Q9NR56. TR-FRET MBNL1-His/biotin-(CUG)12 binding, 665/545 ratio. Potency, µM (highest dose often 57.5 µM), without a hit: top-dose activity change, negative = inhibition, hits mostly inhibitors. actives 0.036% (n = 280,000). AID 2675; active = well fitted inhibition curve with a large enough effect in the signal ratio, with a control signal flat, not every such curve was filed as active; inconclusive = small, poorly fitted or top-dose-only effect, or effect the other way, or a change in a side signal; inactive = no such curve, though single readings can be large or run the other way; the % refers to the signal ratio; also: potency is read from the fitted curve at half-maximal effect; % is scaled to controls: 0 for no effect and ±100 for the full control effect
Target sequence (Q9NR56 whole entry, looked up): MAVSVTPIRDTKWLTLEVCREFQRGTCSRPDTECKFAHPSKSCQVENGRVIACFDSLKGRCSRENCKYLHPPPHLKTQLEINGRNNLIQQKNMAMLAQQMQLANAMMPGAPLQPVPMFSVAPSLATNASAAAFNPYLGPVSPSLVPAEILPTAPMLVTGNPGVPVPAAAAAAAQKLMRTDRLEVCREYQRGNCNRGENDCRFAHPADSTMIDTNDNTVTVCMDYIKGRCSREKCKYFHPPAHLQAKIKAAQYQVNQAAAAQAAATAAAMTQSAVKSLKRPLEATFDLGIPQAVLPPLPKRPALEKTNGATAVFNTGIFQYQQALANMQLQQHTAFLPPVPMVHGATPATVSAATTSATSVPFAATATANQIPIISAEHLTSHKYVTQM
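MBNL1-His + Biotin-(CUG)12, cpd titration 92 nM–58 uM; Tb anti-His Ab 0.055 ng/ul, SA-XL665 5 nM (final); 60 min RT; ratiometric 665/545 nm, Ex 340 nm; normalized to buffer and full-complex controls.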
KCNH2 WT inh – KCNH2 (human, wildtype) channel inhibition; AID 720551; activity change, % at 1.84 µM; actives 0.37% (n = 340,000); Q12809; U2OS, BacMam KCNH2, thallium flux FluxOr; stronger effect = lower value;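 active = maximum activity change below -70%; inconclusive = maximum activity change between -70% and -50%; inactive = maximum activity change above -50%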; also: % is scaled to controls: 0 for no effect and ±100 for the full control effect
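U2OS cells were transduced with wild-type KCNH2 virus (2.03 x 10^8 / mL) for 4 h at room temperature, then cultured overnight at 37 C. Thallium flux was read with FluxOr dye. Rate constants were normalized to DMSO controls.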
Integrin act MD – activates integrin-mediated alleviation for muscular dystrophy; actives 0.064% (n = 350,000); alpha7betagal myoblasts, beta-gal FDG fluorescence, 48 h; AID 624291; Potency, µM (titrated, usually from 38.3 µM), without a hit: at the top dose activation, most hits filed as activators;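 also: potency is read from the fitted curve at half-maximal effect; 100% = response of the positive control SU9516; nearly all actives have a fitted effect of over 60% in size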
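Alpha7betagal+/- myoblasts (passage 13) were plated 16-24 hr, then exposed to compounds (1:260 dilution of DMSO stock) for 48 hours at 37C. After MPER lysis, β-galactosidase reporter activity was read as FDG fluorescence (ex 480/em 540) after 30 minutes.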
GALK inhibitor – blocks human galactokinase activity; P51570; Purified GALK, Kinase-Glo residual ATP luminescence; Potency, µM (highest dose often 57.5 µM), without a hit: at the top dose activity change, negative = inhibition, usual class: inhibitors; actives 0.007% (n = 270,000); also: potency is read from the fitted curve at half-maximal effect; % is scaled to controls: 0 for no effect and ±100 for the full control effect
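Galactose (100 uM) and ATP (35 uM) were turned over by 5 nM GALK for 1 h at RT. Kinase-Glo Plus then converted the remaining ATP into a luminescent signal.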
S-ASM inh – inhibitors of human secretory acid sphingomyelinase. placental ASM, HMU-PC fluorogenic substrate, 60 min. Potency, µM (highest dose often 57.5 µM), for the others: at the top dose activity change, negative = inhibition, usual class: inhibitors. actives 0.006% (n = 340,000); also: potency is read from the fitted curve at half-maximal effect
Target sequence (P17405 47-631 limits assumed): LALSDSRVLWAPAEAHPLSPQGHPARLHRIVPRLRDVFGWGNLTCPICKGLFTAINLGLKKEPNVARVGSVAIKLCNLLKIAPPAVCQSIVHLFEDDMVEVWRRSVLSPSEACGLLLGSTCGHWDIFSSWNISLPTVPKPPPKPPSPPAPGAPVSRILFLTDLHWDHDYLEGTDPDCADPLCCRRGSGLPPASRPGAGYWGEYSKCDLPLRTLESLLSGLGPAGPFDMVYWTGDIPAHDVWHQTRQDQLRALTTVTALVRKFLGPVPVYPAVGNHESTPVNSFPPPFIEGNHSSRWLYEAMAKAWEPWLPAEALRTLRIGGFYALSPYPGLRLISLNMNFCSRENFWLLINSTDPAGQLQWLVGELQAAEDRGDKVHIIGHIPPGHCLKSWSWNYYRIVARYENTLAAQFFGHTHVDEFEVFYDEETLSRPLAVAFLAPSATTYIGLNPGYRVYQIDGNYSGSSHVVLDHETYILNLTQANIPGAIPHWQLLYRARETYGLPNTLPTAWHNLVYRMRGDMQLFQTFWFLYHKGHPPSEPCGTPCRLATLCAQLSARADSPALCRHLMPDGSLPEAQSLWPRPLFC
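qHTS format. ASM enzyme prepared from human placenta hydrolyses the fluorogenic substrate HMU-PC0 (9 uM final) over 60 min at 37 °C after a 10 min compound preincubation.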
TRPV1 agonist – human TRPV1 agonism; Q8NER1; TRPV1-expressing cells, Fluo-8 calcium influx, agonist mode; activation, % at 8.33 µM; actives 0.19% (n = 320,000); in the data active = activation above about 80%; inconclusive = between about 30% and that limit; also: 0% is about no effect
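Fluo-8 calcium influx in TRPV1-expressing cells, kinetic read (ex 480/em 520 nm). Compound added and read 3 min for agonist activity, followed by capsaicin at EC20 final and 2 min further read for enhancement.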
The depositor's hits bear a star; ? = inconclusive; nt = no result given; [ ] = another dose, or the depositor's remark. Unless noted, calls follow the shape of the dose curve; as a rule, active = well fitted curve in the direction sought with a large enough effect; inconclusive = small, poorly fitted or top-dose-only effect, or another doubt; inactive = no such curve, though single readings can be large; an effect the other way counts as inactive or inconclusive.

SMILES	KCNH2 3.1 block	FBPA coupling cs	CXXC DNA block	AT treatment	MBNL1 CUG block	KCNH2 WT inh	Integrin act MD	GALK inhibitor	S-ASM inh	TRPV1 agonist
O=C(O)Cc1nc2nc3c(c(=O)n2[nH]1)CCCC3	1	-4	2%	-4%	-2%	3	17%	0%	5%	-1
O=C(NCc1ccc(Cl)cc1)c1ccc(Cl)cc1[N+](=O)[O-]	-13	5	1%	-3%	6%	20	7%	-1%	-1%	?
CC(=O)[C@@]1(O)[C@H](C)CC2C3CC=C4CC(OP(=O)(O)O)CC[C@]4(C)C3CC[C@@]21C (stereo partly drawn)	0	1	-1%	-4%	1%	-5	3%	-2%	?	4
CCCCCCc1ccc(N2C[C@H](Cc3ccccc3)[C@@H](CC(=O)NCc3ccc(OC)cc3)C2=O)cc1	18	-6	-2%	3%	-7%	3	-4%	nt	-11%	19
CCOC(=O)c1cccc(NC(=O)/C=C/c2ccc([N+](=O)[O-])cc2)c1	-10	-6	-13%	-4%	nt	16	-10%	-2%	4%	5
COc1ccc(NS(=O)(=O)c2ccc3c(c2)Cc2ccccc2-3)cn1	-2	-5	3%	5%	1%	-13	12%	1%	-25%	1
COc1ccc(C2C(C)C(=O)C(C)C(c3ccc(OC)cc3)N2N=O)cc1 (stereo not drawn)	-3	nt	nt	nt	nt	3	26%	nt	?	nt
C[C@@]12C(=O)N(c3ccccc3)C(=O)N1[C@@H]1c3ccccc3OC[C@@H]1[C@H]2c1ccccc1	-12	nt	nt	1%	nt	-9	21%	nt	-9%	nt
CN1CCN(c2ccc(NC(=S)NC(=O)c3cccc4c(Br)cccc34)cc2)CC1	-83*	3	-1%	-6%	2%	-36	0%	0%	-6%	-2
CCCCN(CC)CCCNC(=O)C1CCN(c2ncnc3c2sc2cccc(F)c23)CC1	16	-3	1%	1%	-2%	2	-10%	0%	12%	0
Cc1ccccc1C1=N/C(=C/c2cccs2)C(=O)O1	15	1	10%	2%	3%	nt	-5%	-2%	-2%	-1
c1ccc(C2CC(c3cccs3)n3nnnc3N2)cc1 (stereo not drawn)	3	4	0%	2%	-1%	-6	-8%	-1%	-3%	3

Molecules shown so far that have a thiophene ring, fused or not, in the order listed:
SMILES	KCNH2 3.1 block	FBPA coupling cs	CXXC DNA block	AT treatment	MBNL1 CUG block	KCNH2 WT inh	Integrin act MD	GALK inhibitor	S-ASM inh	TRPV1 agonist
CCCCN(CC)CCCNC(=O)C1CCN(c2ncnc3c2sc2cccc(F)c23)CC1	16	-3	1%	1%	-2%	2	-10%	0%	12%	0
Cc1ccccc1C1=N/C(=C/c2cccs2)C(=O)O1	15	1	10%	2%	3%	nt	-5%	-2%	-2%	-1
c1ccc(C2CC(c3cccs3)n3nnnc3N2)cc1 (stereo not drawn)	3	4	0%	2%	-1%	-6	-8%	-1%	-3%	3

(continued)
SMILES	KCNH2 3.1 block	FBPA coupling cs	CXXC DNA block	AT treatment	MBNL1 CUG block	KCNH2 WT inh	Integrin act MD	GALK inhibitor	S-ASM inh	TRPV1 agonist
O=C(COC(=O)Cc1ccc(S(=O)(=O)N2CCOCC2)s1)Nc1ccc(F)cc1F	-1	nt	nt	-4%	nt	-4	23%	nt	2%	nt
CCCC(=O)Nc1ccc2c(c1)nc(CCNC(=O)c1ccco1)n2C	13	0	-4%	1%	-6%	0	-9%	1%	3%	-6
N#Cc1c2nc3ccccc3nc2n2cc(NC(=O)c3ccc(F)cc3)ccc12	-15	-7	-14%	-2%	nt	0	45%	0%	40%[activator]	-7
O=C(NCCN1CCOCC1)C1CCN(c2nc3ccccc3o2)CC1	14	3	-6%	-2%	14%	12	20%	-1%	-1%	0
Cc1ccc(S(=O)(=O)NCCC(=O)N2CCN(c3cccc(Cl)c3)CC2)cc1C	-9	0	-24%	0%	-3%	7	8%	-6%	-9%	8
COc1cccc(NC(=O)c2cccnn2)c1	11	-1	-5%	-13%	-3%	-11	43%	3%	3%	-2
CCCCCC(=O)Nc1ncc2c(n1)CC(c1cccs1)CC2=O (stereo not drawn)	-19	-2	4%	-6%	nt	13	3%	1%	2%	?
Cc1[nH]c(=O)[nH]c1C(=O)CCCCC(=O)OCC(=O)Nc1ccccn1	17	0	-3%	1%	0.045µM*	1	-16%	-1%	6%	-5
COc1ccc(Cl)cc1NC(=O)Nn1cnnc1	40	0	-9%	10%	-1%	7	7%	0%	-1%	-3
CCCCNC(=O)CCc1nc2cccnc2n1Cc1ccccc1	20	-1	8%	9%	0%	-13	0%	-1%	-1%	9
O=C(CSc1nc2ncc(Cl)cc2[nH]1)NCC(=O)Nc1ccc(F)c(F)c1F	-6	-24	17%	-2%	nt	3	1%	-4%	-1%	nt
O=C(c1ccc(Cl)c(S(=O)(=O)N2CCCCCC2)c1)N1CCN(c2ccccc2O)CC1	-17	-3	-3%	0%	1%	45	-17%	-2%	-1%	12

Part of the list above in another layout.
Compound | KCNH2 3.1 block | FBPA coupling cs | CXXC DNA block | AT treatment | MBNL1 CUG block | KCNH2 WT inh | Integrin act MD | GALK inhibitor | S-ASM inh | TRPV1 agonist
CCCCCC(=O)Nc1ncc2c(n1)CC(c1cccs1)CC2=O (stereo not drawn) | -19 | -2 | 4% | -6% | nt | 13 | 3% | 1% | 2% | ?
Cc1[nH]c(=O)[nH]c1C(=O)CCCCC(=O)OCC(=O)Nc1ccccn1 | 17 | 0 | -3% | 1% | 0.045µM* | 1 | -16% | -1% | 6% | -5
COc1ccc(Cl)cc1NC(=O)Nn1cnnc1 | 40 | 0 | -9% | 10% | -1% | 7 | 7% | 0% | -1% | -3
CCCCNC(=O)CCc1nc2cccnc2n1Cc1ccccc1 | 20 | -1 | 8% | 9% | 0% | -13 | 0% | -1% | -1% | 9

(continued)
SMILES	KCNH2 3.1 block	FBPA coupling cs	CXXC DNA block	AT treatment	MBNL1 CUG block	KCNH2 WT inh	Integrin act MD	GALK inhibitor	S-ASM inh	TRPV1 agonist
CC(C)C(=O)Nc1cccc(C(=O)NCc2ccc(S(N)(=O)=O)cc2)c1	-4	0	-3%	9%	-3%	-9	6%	1%	1%	1
COc1cccc(NC(=O)CN(C)CC(=O)c2c(N)n(Cc3ccccc3)c(=O)n(C)c2=O)c1	-22	nt	nt	3%	nt	-2	-23%	nt	-1%	0
O=C(O)C1CCN(C(=O)OCc2ccccc2)CC1	-7	3	-7%	-8%	-8%	-9	18%	1%	2%	?
Fc1ccccc1Cc1noc(CN2CCC(OCc3cccnc3)CC2)n1	-5	0	2%	5%	-5%	16	15%	1%	1%	-1
CC(NC(=O)COc1cccnc1[N+](=O)[O-])c1ccc(Cl)cc1 (stereo not drawn)	2	-4	-1%	-3%	?	6	-6%	7%	-2%	2
O=C(Nc1ccccc1N1CCCC1)c1cccc(F)c1	-1	-3	1%	9%	1%	-9	-8%	-1%	5%	4
CC1(C)CC(=O)C2=C(C1)Nc1ncnn1C2c1ccccn1 (stereo not drawn)	1	1	6%	-6%	-3%	4	16%	-1%	81%[activator]	-2
Cn1c(N)c(C(=O)COC(=O)c2cccc(S(=O)(=O)N3CCOCC3)c2)c(=O)n(C)c1=O	-24	nt	nt	2%	nt	-20	?	nt	-2%	nt
O=C(CC1Sc2ccccc2NC1=O)OC(C(=O)NCCc1ccccc1)c1cccnc1 (stereo not drawn)	-7	0	-2%	13%	1%	3	4%	-1%	-3%	-5
Cc1ccc(NC(=O)Nc2nnc(-c3ccccc3)o2)cc1	-8	-1	?	-3%	-14%	-4	-20%	0%	5%	0
COCCNC(=O)C1CC2Cn3c(nc4cc5ccccc5cc43)C2N1C (stereo not drawn)	-8	-2	?	?	?	-1	-21%	-1%	0%	4
O=C(CSc1nnc(CNC(=O)c2cccs2)o1)NCc1ccc(F)cc1	-2	2	-3%	-3%	2%	2	-27%	-2%	1%	0
O=C(c1ccco1)N1CCN(C(=O)c2ccc(-c3ccc(Cl)cc3)o2)CC1	-24	nt	nt	2%	nt	1	-15%	nt	-4%	15
COc1ccccc1NC(=O)CN(Cc1ccco1)C(=O)c1cc2ccccc2o1	nt	3	7%	16%	-3%	nt	nt	11%	nt	16

Screening data (PubChem)
